Screening data (PubChem)
KB-V1 MDR tox: kills drug-selected multidrug resistant KB-V1 cells | KB-V1 MDR cells viability, CellTiter-Glo, 72 h | Potency, µM (highest dose often 46.1 µM), without a hit: top-dose activity change, negative = cytotoxicity, usual class: cytotoxic | 400,000 tested, 3.4% active | AID 1347076; note: % is set by controls: 0 for no effect and ±100 for the full control effect; nearly all actives have a fitted effect of over 60% in size
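Cells of the MDR subline KB-V1 are plated, dosed with compound at multiple concentrations, and incubated 72 h at 37 degrees C; CellTiter-Glo is then added and luminescence read after 10 min.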
GLP-1R inv ag: inverse agonists of human GLP-1 receptor; AID 624417; Potency, µM (titrated, usually from 38.3 µM), without a hit: at the top dose activity change, negative = inhibition, hits mostly inhibitors; 410,000 tested, 1.6% active; HEK293 GLP-1R CRE-luciferase, luminescence, 24 h; GLP-1R form is constitutively active; note: % is set by controls: 0 for no effect and ±100 for the full control effect; nearly all actives have a fitted effect of over 55% in size
Target sequence (P43220 whole entry, looked up): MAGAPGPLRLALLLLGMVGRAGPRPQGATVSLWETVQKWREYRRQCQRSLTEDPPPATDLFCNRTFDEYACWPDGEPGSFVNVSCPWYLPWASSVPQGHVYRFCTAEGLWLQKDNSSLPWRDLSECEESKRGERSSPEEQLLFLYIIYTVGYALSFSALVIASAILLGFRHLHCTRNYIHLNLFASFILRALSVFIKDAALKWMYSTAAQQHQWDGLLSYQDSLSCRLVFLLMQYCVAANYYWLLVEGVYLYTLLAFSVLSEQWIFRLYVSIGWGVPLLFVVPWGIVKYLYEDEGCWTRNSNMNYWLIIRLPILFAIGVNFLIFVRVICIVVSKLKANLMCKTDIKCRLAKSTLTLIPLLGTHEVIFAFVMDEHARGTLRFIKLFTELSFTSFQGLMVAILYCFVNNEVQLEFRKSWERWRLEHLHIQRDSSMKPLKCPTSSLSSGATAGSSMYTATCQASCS
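GLP-1R inverse agonism mode: basal reporter luminescence in engineered HEK293 cells measured after one day of compound exposure at 37 deg C, with a 12 min room-temperature detection step.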
HT1080-NT tox: kills 2HG-producing HT-1080-NT fibrosarcoma cells | Potency, µM (series often up to 46.1 µM), for inactives: at the top dose activity, negative = less viability, hits mostly cytotoxic | 360,000 tested, 1.6% active | HT-1080-NT fibrosarcoma viability, CellTiter-Glo ATP luminescence, 48 h | AID 686970;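 note: NT is the 2HG producing partner of a matched IDH1 knockdown line; 0% = DMSO-treated cells and -100% = media-only wells without cells; nearly all actives have a fitted effect of over 55% in size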
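Fibrosarcoma NT cells, 750 per well in 5% FBS RPMI, were exposed to compound for 48 hours. Viability: CellTiter-Glo luminescence.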
HEK293 tox: cytotoxicity counter-screen for GLP-1 receptor inverse agonists; 410,000 tested, 0.13% active; HEK293 cAMP-luciferase reporter cells, luminescence, 24 h; Potency, µM (titrated, usually from 38.3 µM), for the others: at the highest dose activity change, negative = inhibition, hits mostly inhibitors; AID 624418;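 note: loss of luciferase light is scored as toxicity; % is set by controls: 0 for no effect and ±100 for the full control effect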
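Luminescence readout: signal drop marks cytotoxicity. Plated cells grew 12 h at 37 °C, 5% CO2, received 23 nL compound for 24 h, then got luciferase reagent, read after 12 min at RT.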
TDP43 rescue: rescues yeast growth from TDP-43 toxicity. TDP-43 expressing yeast growth rescue, BacTiter-Glo, 24 h. 410,000 tested, 1.8% active. Potency, µM (top dose mostly 46.1 µM), for the others: at the highest dose growth rescue (activation), actives largely listed as activators; note: % of control where 0% means no effect; nearly all actives have a fitted effect of over 50% in size
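Growth rescue of TDP-43-toxic yeast measured as ATP luminescence (BacTiter-Glo). Cells grown to mid-log in raffinose, induced in galactose at OD600=0.02, exposed to compound 24 hr at 30 deg C.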
KB-3-1 tox: KB-3-1 parental cell cytotoxicity; Potency, µM (titrated, usually from 46.1 µM), for the others: at the highest dose activity change, negative = cytotoxic, usual class: cytotoxic; AID 1347075; 400,000 tested, 1.4% active; KB-3-1 viability, CellTiter-Glo ATP luminescence, 72 h; note: % is set by controls: 0 for no effect and ±100 for the full control effect; nearly all actives have a fitted effect of over 60% in size
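Cytotoxicity in the drug-sensitive parental line KB-3-1 was scored as loss of CellTiter-Glo luminescence following 72 h incubation with compound. Values come from curve fitting of normalized concentration-response data.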
SW480 rerep: induces DNA re-replication in SW480 colon adenocarcinoma cells; AID 624297; SW480 DNA re-replication, Hoechst DNA content imaging, 48 h; Potency, µM (highest dose often 46.1 µM), for the others: at the highest dose re-replication activation, usual class: activators; 340,000 tested, 1.8% active; note: % of control where 0% means no effect; nearly all actives have a fitted effect of over 55% in size
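Hoechst fluorescence of nuclei (405 nm excitation, 500-530 nm emission) measured by plate-scanning imager after 48 hr compound exposure at 37 C; re-replication scored as increased number of nuclei with elevated intensity.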
GLP1R ag: agonists of human GLP-1 receptor | P43220 | HEK293 GLP-1R CRE-luciferase, luminescence, 4-6 h; cells express a hypersensitive GLP-1R form | Potency, µM (series often up to 45.6 µM), without a hit: at the top dose activation, most hits filed as activators | 380,000 tested, 0.007% active | AID 624172; note: % of control where 0% means no effect
HT1080 IDH1KD tx: HT-1080 IDH1 knockdown cell toxicity (counter line); HT-1080 IDH1 knockdown viability, ATP luminescence, 48 h; 360,000 tested, 2% active; AID 686971; Potency, µM (titrated, usually from 46.1 µM), for inactives: top-dose activity, negative = toxicity, usual class: cytotoxic;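 note: 0% = DMSO wells and -100% = cell-free medium wells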
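IDH1KD HT-1080 cells, 750/well, RPMI + 5% FBS; compound pinned after 2 h settling; 48 h, 37 °C; CellTiter-Glo luminescence; % activity normalised to DMSO and no-cell wells; curves fitted, classed by r2 and efficacy.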
* = called active by the depositor; ? = inconclusive; . = not tested or not shown; [ ] = dose if it differs, or a comment. Calls come from the whole dose curve; as a rule, active = well fitted curve in the direction sought with a large enough effect; inconclusive = small, poorly fitted or top-dose-only effect, or another doubt; inactive = no such curve, though single readings can be large; an effect the other way counts as inactive or inconclusive. Potency is the fitted concentration of half-maximal effect. Outcome played no part in choosing rows, and some 9.4% of all compounds hit somewhere here.

Start of the data: the first 2 entries, ahead of the listing:
Structure	KB-V1 MDR tox	GLP-1R inv ag	HT1080-NT tox	HEK293 tox	TDP43 rescue	KB-3-1 tox	SW480 rerep	GLP1R ag	HT1080 IDH1KD tx
COc1cccc(OCCCn2c(-c3ccc(Cl)cc3)nc3ccccc3c2=O)c1	-27%	6%	.	0%	6%	-5%	.	.	.
O=C(CSc1nc2ccccc2s1)Nc1cc(S(=O)(=O)N2CCOCC2)ccc1O	0%	1%	2%	-5%	?	25%	-4%	0%	2%

The whole of this part, from the start:
Structure	KB-V1 MDR tox	GLP-1R inv ag	HT1080-NT tox	HEK293 tox	TDP43 rescue	KB-3-1 tox	SW480 rerep	GLP1R ag	HT1080 IDH1KD tx
COc1cccc(OCCCn2c(-c3ccc(Cl)cc3)nc3ccccc3c2=O)c1	-27%	6%	.	0%	6%	-5%	.	.	.
O=C(CSc1nc2ccccc2s1)Nc1cc(S(=O)(=O)N2CCOCC2)ccc1O	0%	1%	2%	-5%	?	25%	-4%	0%	2%
CCNS(=O)(=O)c1cc(Br)ccc1OC	-6%	1%	1%	11%	2%	10%	-3%	-8%	25%
CCOC(=O)Cc1csc(SCC(=O)NC2CCCC2)n1	-11%	3%	-1%	1%	4%	9%	-5%	-7%	3%
CCc1cccc(CC)c1NC(=O)C1CSC2(C)CCC(=O)N12 (stereo not given)	?	2%	-9%	-14%	3%	11%	-4%	-28%	1%
O=c1cc(/N=C/c2coc3cc(Br)ccc3c2=O)[nH]c(=S)[nH]1	15%	0%	-1%	?	-7%	8%	9%	7%	-10%
COC(=O)c1cc2oc(C)cc2n1Cc1cc(C)ccc1C	9%	?	.	-4%	9%	4%	.	.	.
N#CC(c1cccc([N+](=O)[O-])c1)C(CC(=O)c1ccccc1)c1ccccc1 (stereo not given)	?	?	-12%	11%	13%	-7%	.	-1%	-25%
CC(C)OC(=O)CC(=O)CSc1nc(-c2ccc(F)cc2)cc(-c2ccccc2)c1C#N	1%	?	-6%	71%[activator]	0%[9.22 µM]	1%	?	14%	-14%
Cc1ccc2nc3n(c(=O)c2c1)-c1cc2ccccc2cc1C(=O)NC3CC(C)C (stereo not given)	-12%	4%	8%	-5%	-3%	-2%	.	-6%	13%
N#Cc1ccccc1OCC(=O)C1CC1	2%	8%	9%	5%	-17%	-1%	26%	1%	11%
O=C(NCC1CCCO1)c1cn(Cc2ccccc2)nc1-c1ccccc1 (stereo not given)	-21%	2%	3%	-11%	-3%	2%	-7%	-7%	-2%
CCn1c(C(=O)NCc2ccccc2)cc2sc(Cl)cc21	-5%	?	.	-5%	?	-18%	.	.	.
CC(C)[C@@H]1Cc2[nH]c(=S)[nH]c(=O)c2[C@H](CCc2ccccc2)O1	-14%	0%	-4%	-17%	13%	1%	.	7%	-10%
COc1ccc(C)c(-n2c(=O)n(Cc3ccccc3)c(=O)c3[nH]cnc32)c1	-12%	87%[activator]	12%	-6%	-6%	-2%	-25%	2%	0%
O=C(NCCCN1CCCC1=O)c1ccc(Cl)c(NS(=O)(=O)c2ccc(F)cc2)c1	?	0%	3%	-10%	-15%	-7%	4%	-1%	15%
O=C(CCN=C1NS(=O)(=O)c2ccccc21)Nc1ccc(Cl)cc1F	-10%	-10%	-2%	-3%	18%	-10%	-6%	-1%	-1%
CCOC(=O)NC(=O)CSc1cc(C)c2cc(C)cc(C)c2n1	-4%	-8%	-8%	-16%	-11%[0.397 µM]	-9%	2%	24%	-7%
COCCN(CCOC)C(=O)c1sc2nc(-c3ccccc3)cn2c1C	-7%	1%	0%	-10%	-3%	8%	-14%	1%	-4%
O=C(COC(=O)/C=C/c1cccc(F)c1)NNC(=O)c1ccccc1	12%	8%	5%	-3%	-2%	23%	-8%	0%	-1%
Cc1c(Cl)cccc1NC(=S)NCc1ccc2c(c1)OCO2	13%	-32%	-1%	-1%	0%	-1%	-5%	-1%	-2%
CCn1nc(C(=O)Nc2ccc3nc(C)sc3c2)c2ccccc2c1=O	-30%	78%[activator]	-1%	54%[activator]	23%	?	-10%	15%	-1%
CCC(Oc1ccc(C)cc1)C(=O)Nc1ccc(S(=O)(=O)Nc2cc(C)on2)cc1 (stereo not given)	-4%	-16%	-12%	1%	-28%	-3%	-1%	-1%	2%
Cc1cc(C)c(C(N)=O)c(Nc2cccc3ccccc23)n1	27%	-23%	-1%	-17%	19%	9%	1%	6%	1%
CCCN(C(=O)C1CSC2(C)CCC(=O)N12)c1c(N)n(Cc2ccccc2)c(=O)[nH]c1=O (stereo not given)	13%	4%	16%	-18%	-2%	0%	-95%[inhibitor]	9%	18%
COc1ccc(CN(C)C[C@@H]2OCCCC[C@H](C)Oc3ccc(NC(=O)Cc4ccccc4)cc3C(=O)N([C@@H](C)CO)C[C@@H]2C)cc1	1%	?	-23%	-29%	16%	8%	.	2%	-25%
CC(=O)OC(C(=O)NCCN1CCOCC1)c1c(F)cccc1F (stereo not given)	-5%	0%	16%	9%	5%	-2%	16%	-6%	-15%
CC1=C(C(=O)Nc2cc(C(=O)N3CCC(C)CC3)ccc2C)SCCO1	-5%	10%	0%	-12%	-6%	-28%	?	16%	-3%
Cc1cc(OCC(=O)Nc2ccncc2)ccc1Br	6%	1%	-10%	-6%	-9%	-19%	-4%	14%	-3%
O=[N+]([O-])c1cccnc1N/N=C/c1ccccc1O	?	10%	?	-16%	12%	1.8µM*	0.82µM*	16%	?
Cc1cccc(C)c1-n1c(C)cc(/C=N\Nc2ccc([N+](=O)[O-])cn2)c1C	-13%	?	-4%	-9%	-4%	-17%	?	-9%	-18%
Cc1ccccc1CN1CCNC(=O)C1CC(=O)N(C)CCC1CCOCC1 (stereo not given)	?	2%	13%	3%	5%	3%	?	3%	8%
O=C(Nc1ccccc1)c1cc2ccc3ccccc3c2s1	-1%	-9%	-23%	1%	-2%	-2%	-2%	7%	-5%
C=CCn1c(=O)c2c(nc(Br)n2Cc2ccccc2Cl)n(C)c1=O	?	2%	-13%	3%	-13%	?	1%	3%	-4%
CCc1c(C(=O)NCc2ccccc2Cl)[nH]c(C)c1C(C)=O	7.3µM*	-11%	-16%	-1%	13%	-16%	-1%	1%	-6%
CCOCCCNC(=O)C(c1ccc(Cl)cc1)N(Cc1cccs1)C(=O)c1ccccn1 (stereo not given)	?	?	-1%	-19%	13%	-5%	5%	6%	-6%
CCN(Cc1nc(-c2ccc(Cl)cc2)no1)CC1CCCO1 (stereo not given)	-18%	1.3µM*	-1%	21%	-2%	-7%	-17%	5%	-9%
CCOc1ccc(N/C(C)=C/C(=O)c2ccc(C)o2)cc1	21%	1%	4%	-7%	-3%	1%	-15%	-12%	7%
Cc1nc2ncnn2c(C)c1CCC(=O)N1CCN(Cc2ccccc2)CC1	-1%	6%	11%	-7%	1%	0%	-6%	-8%	11%
O=S(=O)(c1ccccc1)c1nc(-c2ccco2)oc1N1CCCCCC1	-11%	?	4%	-11%	1%	-7%	?	-10%	5%
COc1ccc(CCNCC(O)COc2cccc(Br)c2)cc1 (stereo not given)	-3%	-11%[7.66 µM]	?	-2%[7.66 µM]	-34%[inhibitor][9.22 µM]	-10%	?	11%	?
CC(=O)c1c(C)[nH]c(C(=O)COC(=O)CCCOc2ccccc2)c1C	0%	10%	-3%	10%	-10%	0%	5%	5%	-3%
CC(C)NC(=S)Nc1c(N)[nH]c(=O)[nH]c1=O	1%	-7%	14%	0%	5%	7%	7%	-5%	14%
Cc1ccc2c(c1)c1c(n2CCc2ccc(C)nc2)CCN(C)C1	-8%	.	.	.	.	-21%	0%	-3%	.
CC(C)(C)OC(=O)N1CCC(c2c(C(=O)O)cnn2-c2ccc(F)cc2F)CC1	7%	10%	.	4%	10%	3%	.	.	.
COCCn1c(C)cc(C(=O)CSc2nnc3ccccn23)c1C	0%	?	-2%	21%	2%	-16%	-12%	-13%	-11%
NC(=O)C1=C(c2ccccc2)c2ccccc2C1=O	?	?	-21%	?	-56%[inhibitor]	?	?	-6%	?
CCOC(=O)c1cnc(SCC(=O)OCC(=O)N(CC)C2CCS(=O)(=O)C2)nc1N (stereo not given)	0%	3%	-7%	-14%	10%	-7%	-4%	0%	3%
Cc1c(NS(=O)(=O)c2cc(C(=O)OCC(=O)N3CCC(C)CC3)ccc2Cl)c(=O)n(-c2ccccc2)n1C	15%	-8%	-17%	-19%	.	18%	1%	4%	2%
Cc1cc(C)n(-c2ccccc2[N+](=O)[O-])n1	24%	13%	3%	-3%	0%	0%	7%	7%	-5%
COc1cccc2cc(C(=O)N(C)C)c(=O)oc12	0%	0%	0%	10%	-8%	-2%	-10%	-6%	8%
Cc1ccc(S(=O)(=O)NC(C)C(=O)OCC(=O)Nc2sccc2C(N)=O)cc1 (stereo not given)	-7%	14%	11%	3%	3%	1%	.	-1%	12%
CCOC(=O)c1sc(S(C)(=O)=O)c2c1CC(C)(C)C/C2=N/O	-13%	15%	2%	2%	3%	0%	-15%	24%	3%
Cc1cc(OCC(=O)Nc2cc(-c3nn4c(C)nnc4s3)ccc2C)ccc1Cl	-11%	4%	2%	7%	-3%	0%	-7%	-4%	10%
COC(=O)[C@H]1C[C@@]2(O)CN(S(=O)(=O)c3ccc(C)cc3)C[C@@]2(OC(=O)NCC2CCCCC2)C[C@H]1C(=O)OC	0%	22%	11%	6%	5%	0%	.	0%	4%
CC(C)(C)c1ccc(C(O)c2ncc(-c3ccccc3F)[nH]2)cc1 (stereo not given)	4%	?	-25%	1%	14%	0%	.	8%	?
